p53 reactivator: restores transcriptional activity of mutant p53; H1299 p53-A138V BP100-luciferase reporter, luminescence, 24 h; Potency, µM (highest dose often 92.2 µM), inactives show at the highest dose activity change, positive = activation, usual class: activators; 320,000 tested, 0.063% active; further: potency means the concentration at half of the fitted maximal effect; % of control where 0% means no effect; nearly all actives have a fitted effect of over 45% in size
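H1299 (p53-null), stable ts p53-A138V + BP100-Luc; 1000 cells/well, Opti-MEM/10% FBS; cpd 4 pt, 1:5; 24 h, 37 deg C, 5% CO2; detection reagent 10 min RT; luminescence.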
FLuc counter: counter-screen for miR-21 project: firefly luciferase inhibitors or activators; purified FLuc, Km substrates, luminescence inhibition; 360,000 tested, 6.9% active; Potency, µM (series often up to 57.5 µM), for the others: at the highest dose activity change, negative = inhibition, hits mostly inhibitors; P08659;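 further: potency means the concentration at half of the fitted maximal effect; plate controls were vehicle for no effect and reference inhibitor for full effect; nearly all actives have a fitted effect of over 55% in size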
Target sequence (P08659 whole entry, looked up): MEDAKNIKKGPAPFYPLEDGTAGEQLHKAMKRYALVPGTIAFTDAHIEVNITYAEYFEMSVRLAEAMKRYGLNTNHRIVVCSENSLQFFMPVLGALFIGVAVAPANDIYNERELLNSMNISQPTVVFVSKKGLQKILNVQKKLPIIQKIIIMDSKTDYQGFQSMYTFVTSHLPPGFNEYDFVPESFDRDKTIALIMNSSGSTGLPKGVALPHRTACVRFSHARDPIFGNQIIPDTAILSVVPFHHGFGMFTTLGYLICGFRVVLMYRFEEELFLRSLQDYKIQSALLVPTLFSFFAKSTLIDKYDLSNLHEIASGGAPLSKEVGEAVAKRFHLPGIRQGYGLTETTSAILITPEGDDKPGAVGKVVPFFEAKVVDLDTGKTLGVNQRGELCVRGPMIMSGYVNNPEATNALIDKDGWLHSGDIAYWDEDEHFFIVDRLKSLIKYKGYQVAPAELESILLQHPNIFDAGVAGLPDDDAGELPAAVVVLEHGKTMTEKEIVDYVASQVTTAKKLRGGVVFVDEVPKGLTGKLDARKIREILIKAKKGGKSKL
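Purified P. pyralis luciferase (10nM final) with 10uM D-luciferin and 10uM ATP (Km levels) in 50mM Tris acetate pH 7.5, 10mM Mg acetate, 0.01% Tween-20, 0.05% BSA; qHTS 6-point titration, ~60 µM downward; luminescence read.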
BRCA1 expr up: BRCA1 expression activation; MCF7-BRCA1-FFLuc reporter, luminescence, 48 h; response scale: scaled: vehicle 0%, 10 µM genistein 100%; 380,000 tested, 1.1% active; Potency, µM (doses to about 46.1 µM), inactives show at the highest dose activation, most hits filed as activators; further: potency means the concentration at half of the fitted maximal effect; nearly all actives have a fitted effect of over 80% in size; some results filed as inactive show a strong effect at the top dose
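48 h compound treatment of MCF7-BRCA1-FFLuc cells (phenol-red free MEM, 37 °C), then 15 min with luciferase substrate and luminescence imaging.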
ELG1 genotox: inducers of genotoxicity in HEK293T ELG1-luciferase cells; Potency, µM (highest dose often 46 µM), for the others: at the top dose activity change, positive = activation, hits mostly activators; HEK293T ELG1-luciferase reporter, luminescence, 16 h; 330,000 tested, 1.3% active; AID 504466; further: potency means the concentration at half of the fitted maximal effect; % of control where 0% means no effect; nearly all actives have a fitted effect of over 60% in size
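DMSO vehicle served as control against compound-treated ELG1-luciferase HEK293T cells; exposure lasted 16 hr at 37 °C and 5% CO2, followed by ONE-Glo luminescence detection after 30 min.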
Menin MLL FP TR: displaces Texas Red mutant MLL peptide from human menin; O00255; Menin + Texas Red MLL mutant peptide, fluorescence polarization; Potency, µM (series often up to 61.6 µM), without a hit: top-dose FP activity change, negative = inhibition, hits mostly inhibitors; 270,000 tested, 0.23% active; AID 1768; active means well fitted inhibition curve with a large enough effect in the polarisation, with a control signal flat, not every such curve was filed as active; inconclusive means small, poorly fitted or top-dose-only effect, or effect the other way, or a change in a side signal; inactive means no such curve, though single readings can be large or run the other way; the % refers to the polarisation; further: potency means the concentration at half of the fitted maximal effect; % of control where 0% means no effect; many of its hits are not listed in these tables
NPC1 prom act: NPC1 promoter activation; Huh7 NPC1 promoter luciferase reporter, 24 h; Potency, µM (doses to about 9.22 µM), for the others: at the top dose activation, hits mostly activators; 320,000 tested, 2.4% active;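 further: potency means the concentration at half of the fitted maximal effect; % of control where 0% means no effect; nearly all actives have a fitted effect of over 60% in size; reporter is driven by a mutant NPC1 promoter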
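Readout is luciferase luminescence, reflecting NPC1 promoter activation in stably transfected Huh7 cells after 24 h compound exposure at 37 °C in reduced-serum medium with 10% FBS.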
PKM2 act: increases activity of human pyruvate kinase M2. purified PKM2, Kinase-Glo ATP luminescence, activation; response scale: 0% is enzyme alone, no compound. Potency, µM (top dose mostly 57.5 µM), inactives show at the top dose activation, most hits filed as activators. 260,000 tested, 0.34% active. AID 1631; further: potency means the concentration at half of the fitted maximal effect; on the % scale 0 is the no-effect control and ±100 the full control effect; nearly all actives have a fitted effect of over 55% in size
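hPK-M2, >95% pure; 0.1 mM ADP / 0.5 mM PEP final; imidazole pH7.2 buffer w/ 7 mM MgCl2, 50 mM KCl; 1 h RT; Kinase-Glo lum. Intermediate enzyme activity for dual inhibitor/activator qHTS.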
RORg inh: ROR gamma (mouse) transcription inhibition; 310,000 tested, 5.4% active; Drosophila S2 Gal4-RORgamma UAS-luciferase reporter, 20 h; P51450; AID 2551; Potency, µM (doses to about 53.6 µM), inactives show at the highest dose activity change, negative = inhibition, usual class: inhibitors; further: potency means the concentration at half of the fitted maximal effect; on the % scale 0 is the no-effect control and ±100 the full control effect; nearly all actives have a fitted effect of over 60% in size
Target sequence (P51450 whole entry, looked up, the tested form may be a part): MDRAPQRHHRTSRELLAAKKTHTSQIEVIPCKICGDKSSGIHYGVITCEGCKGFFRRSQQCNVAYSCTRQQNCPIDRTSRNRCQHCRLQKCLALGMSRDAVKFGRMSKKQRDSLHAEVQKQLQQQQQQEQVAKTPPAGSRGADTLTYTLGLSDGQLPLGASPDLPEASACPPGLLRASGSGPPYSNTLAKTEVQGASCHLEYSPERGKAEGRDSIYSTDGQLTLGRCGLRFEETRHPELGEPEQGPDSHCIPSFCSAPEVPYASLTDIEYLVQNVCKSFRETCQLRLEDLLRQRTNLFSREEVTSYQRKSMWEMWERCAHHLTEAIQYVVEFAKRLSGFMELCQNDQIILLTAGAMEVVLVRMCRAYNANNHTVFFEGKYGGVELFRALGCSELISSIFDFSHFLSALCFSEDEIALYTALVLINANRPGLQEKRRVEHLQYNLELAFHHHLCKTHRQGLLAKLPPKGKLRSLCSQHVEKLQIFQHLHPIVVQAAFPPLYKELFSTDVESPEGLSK
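Stable Schneider cell line, Gal4 DNA-binding domain fused to ROR gamma, UAS-luciferase. Cmpd 1 hr RT → CuSO4 700 uM final → 20 hr RT → luciferase reagent 10 min → luminescence.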
VP16 counter: counter-screen for ROR gamma inhibitors: Gal4-VP16 reporter. Drosophila S2 Gal4-VP16 UAS-luciferase, luminescence, 20 h. Potency, µM (titrated, usually from 53.6 µM), inactives show at the top dose activity, negative = inhibition, usual class: inhibitors. 310,000 tested, 3.5% active. AID 2546;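 further: Gal4-VP16 expression switched on by copper sulfate through the metallothionein promoter; potency means the concentration at half of the fitted maximal effect; on the % scale 0 is the no-effect control and ±100 the full control effect; nearly all actives have a fitted effect of over 50% in size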
Rab9 prom act: Rab9 promoter activation; Huh7 Rab9 promoter-luciferase reporter, luminescence, 24 h; Potency, µM (highest dose often 9.22 µM), for inactives: at the top dose activation, negative = inhibition, hits mostly activators; 320,000 tested, 2.8% active; AID 485297; further: potency means the concentration at half of the fitted maximal effect; % of control where 0% means no effect; nearly all actives have a fitted effect of over 60% in size
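Luminescence read-out: Huh7 cells stably expressing Rab9-luciferase, treated 24 h with compound at 37 °C, then lysed with luciferase reagent for 10 min at ambient before reading.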
Giardia kill: Giardia lamblia killing; Giardia lamblia trophozoite viability; 340,000 tested, 0.15% active; activity change, % at 7.66 µM, hits read low; in the data active means activity change below about -80%; inconclusive means between about -30% and that limit;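 further: parasites exposed to compound for two days anaerobically before the ATP read; on the % scale 0 is the no-effect control and ±100 the full control effect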
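Compounds were tested on trophozoites seeded at 100 cells/well and held 48 hrs at 37 deg C anaerobically. An ATP-based luminescent kit measured the remaining live cells.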
* = called active by the depositor; ? = inconclusive; · = not tested or not shown; [ ] = dose if it differs, or a comment. Unless noted, the call rests on the fitted dose curve; in most records, active means well fitted curve in the direction sought with a large enough effect; inconclusive means small, poorly fitted or top-dose-only effect, or another doubt; inactive means no such curve, though single readings can be large; an effect the other way counts as inactive or inconclusive. Some of the compounds tested (hit frequency here may not be typical).

SMILES	p53 reactivator	FLuc counter	BRCA1 expr up	ELG1 genotox	Menin MLL FP TR	NPC1 prom act	PKM2 act	RORg inh	VP16 counter	Rab9 prom act	Giardia kill
O=C(NCc1cccnc1)c1cccn1-c1ncc(C(F)(F)F)cc1Cl	-3%	-1%	-7%	0%	27%	0%	-7%	2%	-1%	0%	6
COc1cc2nc(NC(=O)c3ccccc3)sc(=O)c2cc1OC	-3%	-17%	-8%	-2%	-19%	-12%	·	-41%	-6%	-13%	38[activator]
CC(=O)c1cccc(NC(=O)CCc2nnc3ccc(NCc4ccco4)nn23)c1	21%	0%	-25%	6%	11%	-1%	8%	13%	-6%	0%	-8
COc1ccc(-n2c(SCC(=O)Nc3ccc4c(c3)OCO4)nc3ccccc3c2=O)cc1	-24%	-1%	-6%	2%	7%	-1%	-2%	26%	-14%	-4%	14
CCc1nnc(NC(=O)CSc2nnc(Cc3ccccc3)n2Cc2ccccc2)s1	0%	2%	-1%	-6%	-11%	1%	-3%	11%	0%	3%	1
COc1cc(NC(=O)c2ccco2)c(OC)cc1NC(=O)CCC(=O)Nc1cc(C)ccc1C	2%	3%	-33%	0%	5%	-4%	-3%	-1%	-6%	-4%	-1
Cc1ccc(-c2nnc(N3CCOCC3)c3ccccc23)cc1S(=O)(=O)NCC1CCCO1 (configuration not stated)	-1%	-1%	-25%	-9%	-1%	-17%	15%	-1%	?	7%	-16
COc1ccc(-c2nc3ccccc3c(=O)n2CCCN2CCOCC2)cc1	-8%	-10%	-2%	9%	-10%	0%	-7%	41%	20%	-1%	17
O=C(O)CCN1C(=O)C(=C2CCCCCC2)SC1=S	24%	-14%	-15%	5%	-2%	-1%	0%	?	2%	0%	1
Cc1cc(C)c2ccc(Cl)cc2n1	0%	4%	4%	-2%	·	-5%	2%	0%	-2%	-7%	-7
O=C(CN1C(=O)C2C3C=CC(C3)C2C1=O)N1CC(=O)N(CCc2ccccc2)C(=O)C1 (configuration not stated)	28%	1%	-16%	0%	13%	-2%	-10%	30%	-4%	2%	-10
O=C(O)C1C2C=CC(C2)C1C(=O)NCCc1ccncc1 (configuration not stated)	0%	-3%	3%	1%	-14%	-1%	1%	-38%	2%	-1%	-3
CCCCC(Sc1nc(N)c(NC(=O)c2ccc(OCC)cc2)c(=O)[nH]1)C(=O)O (configuration not stated)	-1%	-13%	4%	2%	16%	-10%	-4%	-20%	1%	6%	-4
CS(=O)(=O)Nc1cccc(S(=O)(=O)N2CCN(C(=O)c3ccccc3)CC2)c1	2%	4%	-11%	-2%	·	0%	6%	1%	-1%	-4%	16
CC(=O)Nc1ccc(S(=O)(=O)NCc2nnnn2-c2ccc(Cl)cc2)cc1	-3%	4%	-4%	1%	·	-8%	·	·	·	-1%	2
Cc1cc([N+](=O)[O-])ccc1NC(=O)CCC(=O)N1CCCC1	11%	-1%	6%	-1%	11%	2%	4%	16%	1%	8%	-1
COc1ccc(OC)c(NC(=O)CSc2nnc(CNc3ccc(F)cc3)o2)c1	-3%	6%	0%	1%	16%	-2%	-2%	22%	-4%	26%	-10
CS(=O)(=O)Nc1ccccc1C(=O)Nc1ccccc1Cl	-9%	?	-16%	-3%	2%	-1%	13%	42%	-5%	2%	8
FC(F)Oc1ccc(N=C2SCC3CCCCN23)cc1 (configuration not stated)	?	12µM*	116%	?	0%	2µM*	1%	?	-10%	3.5µM*	24
Cn1nccc1NC(=O)Nc1cccc(Br)c1	-1%	-20%	-4%	0%	17%	-4%	·	14%	0%	2%	-4
O=C(NCCN1CCOCC1)c1cccc(NS(=O)(=O)c2ccc(Br)cc2)c1	-2%	5%	-20%	-2%	·	2%	·	·	·	1%	-7
Cc1cccc(OCC(=O)NCc2ccccc2)c1	-1%	2%	7%	0%	-14%	-2%	·	44%	30%	6%	-17
CCc1ccc(S(=O)(=O)N/N=C\c2ccc3c(c2)OCO3)cc1	-12%	-16%	-7%	0%	·	-4%	2%	2%	-9%	1%	-5
N#Cc1nc(COc2ccc(F)cc2)oc1N1CCN(Cc2ccccc2)CC1	-13%	6%	-24%	-5%	-22%	1%	0%	9%	-3%	-6%	?
CCOC(=O)CNC(=O)CSc1nnc(Cn2c(=O)sc3ccccc32)n1C	6%	4%	0%	7%	-3%	0%	-2%	-44%	-9%	-4%	?
O=C(NCc1ccc(Cl)cc1)c1cccc(NC2=NC3CS(=O)(=O)CC3S2)c1 (configuration not stated)	13%	1%	-11%	0%	-28%	2%	-4%	-12%	0%	2%	-16
CCN(CC)S(=O)(=O)c1ccc(OC)c(NC(=O)c2ccc(N3CCCC3=O)cc2)c1	1%	2%	-11%	1%	·	-3%	·	·	·	-5%	12
Cc1ccc(Cn2ccc(NC(=O)c3cc(-c4cccc(Cl)c4)on3)n2)cc1	25%	4%	-33%	-4%	11%	-1%	3%	?	?	0%	-2
CCCCCCOc1ccc(N2C(=O)CC(N3CCC(C(=O)OCC)CC3)C2=O)cc1 (configuration not stated)	0%	-2%	-15%	-2%	8%	0%	-1%	9%	-9%	-1%	-7
O=c1c2cnn(-c3ccccc3)c2ncn1Cc1ccccc1	7%	3%	3%	1%	-2%	-2%	-1%	?	15%	1%	12
O=C(NCCC(=O)N1CCC2(CC1)NCCc1[nH]cnc12)c1ccc(Br)cc1	16%	-1%	-5%	3%	·	-3%	·	-16%	-8%	0%	44[activator]
Cc1cccc(C)c1NC(=O)CN(C)C(=O)CC1OC(=O)c2ccccc21 (configuration not stated)	3%	6%	20%	2%	·	0%	·	·	·	-9%	-6
O=C(O)c1ccc(-c2ccc(-c3ccccc3)cc2)s1	-11%	0.076µM*	·	?	?	4e-05µM*	-8%	?	?	0.001µM*	·
C=CCn1cnc2c(c1=O)c1nc3ccccc3nc1n2-c1ccccc1	-3%	-1%	·	-2%	10%	1%	2%	-12%	-5%	6%	·
Cc1ccccc1C(=O)NC(=S)Nc1ccc(Cc2ccncc2)cc1	0%	0%	-2%	-4%	-16%	-7%	0%	-13%[10 µM]	?	-4%	16
COc1ccc(-c2ccc(OC)cc2C(=O)O)cc1	4%	-3%	-14%	-1%	0%	2%	-3%	-10%	-4%	-5%	-4
Cn1ncc(N=Cc2ccccc2O)c1C(=O)N1CCOCC1	-1%	-1%	-9%	2%	4%	-3%	-6%	0%[10 µM]	-3%	0%	1
CCC(C)NC(=O)Cn1c(=O)n(-c2ccc(OC)cc2)c(=O)c2ccc(C(=O)NCc3ccc(C)cc3)cc21 (configuration not stated)	2%	2%	11%	11%	?	-5%	3%	2%	6%	-4%	-3
CCCNC(=O)Cn1c(=O)cnc2ccccc21	-7%	9%	12%	2%	10%	1%	-13%	31%	-1%	-5%	-8
COc1ccccc1N1CCN(C(=O)c2cc3c(=O)n4cccc(C)c4nc3s2)CC1	14%	2%	-18%	0%	?	1%	-7%	0%	6%	-5%	31[activator]

Fetched by structure from the entries so far, 3 records:
SMILES	p53 reactivator	FLuc counter	BRCA1 expr up	ELG1 genotox	Menin MLL FP TR	NPC1 prom act	PKM2 act	RORg inh	VP16 counter	Rab9 prom act	Giardia kill
Cc1ccccc1C(=O)NC(=S)Nc1ccc(Cc2ccncc2)cc1	0%	0%	-2%	-4%	-16%	-7%	0%	-13%[10 µM]	?	-4%	16
Cc1cccc(C)c1NC(=O)CN(C)C(=O)CC1OC(=O)c2ccccc21 (configuration not stated)	3%	6%	20%	2%	·	0%	·	·	·	-9%	-6
CCC(C)NC(=O)Cn1c(=O)n(-c2ccc(OC)cc2)c(=O)c2ccc(C(=O)NCc3ccc(C)cc3)cc21 (configuration not stated)	2%	2%	11%	11%	?	-5%	3%	2%	6%	-4%	-3

The results go on.
SMILES	p53 reactivator	FLuc counter	BRCA1 expr up	ELG1 genotox	Menin MLL FP TR	NPC1 prom act	PKM2 act	RORg inh	VP16 counter	Rab9 prom act	Giardia kill
CC(=O)Nc1c(C(=O)N2CCCCCC2)cnn1-c1ccccc1Cl	-7%	0%	2%	1%	9%	-6%	-16%	2%	0%	-5%	-7
O=C(Nc1ccccc1)c1ccccc1OCC(O)CN1C(=O)c2ccccc2S1(=O)=O (configuration not stated)	8%	-1%	1%	-10%	20%	-9%	1%	?	-2%	3%	-1
CC(C)(C)NC(=O)NC(=O)COC(=O)C1=COCCO1	-2%	5%	11%	2%	10%	-2%	3%	10%	8%	-4%	5
CC(C)(C)C(=O)Nc1ccc(S(=O)(=O)Nc2ccccn2)cc1	13%	7%	18%	-1%	9%	-3%	1%	2%	2%	2%	-1
CCS(=O)(=O)N1Cc2ccccc2CC1C(=O)Nc1cccc(C)c1 (configuration not stated)	4%	24µM*	5µM*	15%	3%	?	-1%	-18%	22%	27%	-14
CCNc1nc(N2CCOCC2)nc(N(c2ccccc2)c2ccccc2)n1	3%	-1%	0%	15%	-14%	-3%	0%	42%	3%	-3%	-7

Screening results (PubChem BioAssay)
